# KOR beta-arrestin-1 = kappa opioid receptor blockers – cell-based, luminescence, uHTS (AID 1778); KOR beta-arrestin recruitment, luminescence, antagonist mode; higher % means a stronger effect; 0.091% of 290,000 active; inhibition, % at 10 µM; hits with a dose series show IC50 in µM; note: strong numbers were not always called active
# NOD1 inhibition = NOD1 signaling inhibitors, primary screen, cell-based, luminescence, uHTS (AID 1578); NOD1-driven NF-kB luciferase reporter cells, luminescence; higher % means a stronger effect; one-dose inhibition, % at 4 µM; EC50 in µM for titrated hits; 1% of 290,000 active; in the data active = inhibition mostly above about 36%, no sharp cut-off; inactive = mostly below about 34%;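 note: HEK-293T reporter cells stimulated with the NOD1 agonist gamma-tri-DAP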
# Dynein cargo inh = dynein cargo transport inhibition | 3617.4 mouse cells, GR-EGFP nuclear translocation imaging; test concentration mostly 20 µM; stimulated with dexamethasone, 1 µM; stronger effect = lower value | z-score, hits read low | 0.47% of 220,000 active;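 active = plate z-score of nuclear minus cytoplasmic receptor signal below a set negative limit, without overly bright fluorescence or cell loss, cut at about -3.5 in these data, passing the limit was not always enough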;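 note: z-score of nuclear minus cytoplasmic ring GR-EGFP intensity difference per well; some compounds called inactive have numbers as strong as hits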
#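 Buffer or medium: tet-free, stripped-serum medium; reagent: dexamethasone at 1.0 µM final, 30 min; incubation: 48 h induction, 1 h compound, 30 min dex at 37 °C; measured by: formaldehyde fixation, Hoechst nuclear stain, 10x automated fluorescence imaging; read-out: nuclear-to-cytoplasmic GR-EGFP distribution per well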
# HEK293 NOD2/NF-kB = NOD2 signaling inhibitors, cell-based, luminescence, uHTS, HEK293 (AID 1566) | one-dose inhibition, % at 4 µM; EC50 in µM for titrated hits | 0.63% of 290,000 active | HEK293 NOD2/NF-kB luciferase reporter, luminescence; higher % means a stronger effect; note: many of its hits are not listed in these tables
# P. falciparum M1AAP = P. falciparum M1AAP inhibitors, biochemical, fluorogenic H-Leu-NHMec substrate, 1536-well (AID 1445); recombinant M1AAP, H-Leu-NHMec fluorogenic kinetic assay; higher % means a stronger effect; inhibition, % at 30 µM; hits with a dose series show IC50 in µM; 0.42% of 220,000 active;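 active = primary inhibition above the hit cutoff, then over 50% inhibition at one or more dose response concentrations, cut at about 23% in these data, passing the limit was not always enough; inconclusive = conflicting primary data, or primary hits not chosen for dose response; inactive = low primary inhibition, or under 50% at every dose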;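 note: plate controls were DMSO full reaction for no effect and no enzyme background for full effect; strong numbers were not always called active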
# AID2073 = disruptors of CaV2.2 binding to Mint1 – biochemical, HTRF (AID 2073); HTRF protein-protein interaction, Mint1-CaV2.2; higher % means a stronger effect; inhibition, % at 20 µM, or IC50 in µM where a hit was titrated; 0.19% of 290,000 active; in the data active = inhibition mostly above about 51%, no sharp cut-off; inconclusive = no clear call, values can overlap the other calls; inactive = mostly below about 53%; note: some results filed as inactive read as strong as hits
# KOR beta-arrestin-2 = KOR agonists, beta-arrestin recruitment, primary screen, cell-based, luminescence, uHTS (AID 1777); one-dose activation, % at 10 µM; EC50 in µM for titrated hits; KOR beta-arrestin recruitment, luminescence; higher % means a stronger effect; 0.02% of 280,000 active; in the data active = activation above about 50%, passing the limit was not always enough; note: a part of the inactive calls stands beside numbers as strong as those of hits
# M17LAP inhibition = P. falciparum M17LAP inhibitors, primary screen, biochemical, fluorogenic H-Leu-NHMec substrate, 1536-well (AID 1619); recombinant M17LAP, H-Leu-NHMec fluorogenic kinetic assay; higher % means a stronger effect; one-dose inhibition, % at 30 µM; IC50 in µM for titrated hits; 0.38% of 220,000 active;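 active = compound inhibiting the enzyme by more than half at any dose during confirmatory dose-response retesting; inconclusive = strong single-dose inhibitors picked by rank but not retested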;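 note: plate controls were full reaction with DMSO carrier for no effect and no enzyme background for full effect; strong numbers were not always called active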
# GPR55 beta-arrestin = GPR55 agonists via beta-arrestin recruitment, primary screen, imaging, U2OS cells, beta-arrestin-GFP redistribution (AID 1961); 0.048% of 290,000 active; U2OS GPR55 beta-arrestin-GFP redistribution imaging; higher % means a stronger effect; activation, % at 10 µM; hits with a dose series show EC50 in µM;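 active = activation above 40% with more than 50 cells counted in the well; inconclusive = wells holding fewer than 50 cells, flagged as toxic or sparse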;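 note: U2OS osteosarcoma cells stably expressing GPR55 and beta-arrestin-GFP; plate controls were DMSO negative control for no effect and LPI positive control for full effect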
# Dynein cargo inh cytoplasmic EGFP = further read-out of Dynein cargo inh, marked with its call; z-score; measured here: cytoplasmic GR-EGFP intensity; stronger effect = higher value
# Dynein cargo inh nuclear GR-EGFP = second read-out of Dynein cargo inh, no call of its own (marks repeat the call); z-score; measured here: nuclear GR-EGFP intensity;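 lower value marks the stronger effect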
# Dynein cargo inh cell count = further read-out of Dynein cargo inh, marked with its call; z-score; measured here: cell count per field
# An asterisk follows results filed as active; u = inconclusive; x = not tested or not shown; [ ] = dose if it differs, or a comment. Cut-off read from the data, not from the text of the source, unless noted: active = inhibition above about 50%; inactive = the rest. Some of the compounds tested, so the mix of outcomes need not match the whole.
cpd	Molecule	NOD1 inhibition	HEK293 NOD2/NF-kB	Dynein cargo inh nuclear GR-EGFP	Dynein cargo inh	P. falciparum M1AAP	GPR55 beta-arrestin
1	CC(C)CCN1CCN(Cc2cccn2-c2cccnc2)CC1CCO (centres undefined)	-34%	14%	1.2	1.6	5%	0.3%
2	O=C(NC(Cc1ccccc1)C(=O)N1CCCCCC1)c1ccccc1 (centres undefined)	1%	-5%	x	x	x	0.0%
3	Cc1cnc(NC(=O)CC2CCCC2)s1	-50%	-45%	-0.12	0.064	-2%	-0.4%
4	COc1ccc(CCCC(=O)NC2CCCCC2C)c(C)c1 (centres undefined)	9%	21%	0.5	-0.24	u	-0.1%
5	O=C1NC2(CCC3(CC2)OCCO3)NN1c1ccccc1	-40%	-58%	-0.43	-0.78	9%	0.1%
6	CC(NS(=O)(=O)c1ccc(Cl)c(Cl)c1)C(=O)OCC(=O)Nc1ccc2c(c1)OCO2 (centres undefined)	-21%	7%	-0.021	-0.63	5%	0.2%
7	NC(=O)CC[C@@H]1NC(=O)[C@@H]2CCCN2C(=O)c2cc([N+](=O)[O-])cc(F)c2NCCC[C@@H](C(N)=O)NC1=O	-46%	-5%	0.15	-0.31	11%	0.2%
8	COc1ccc(NC(=O)c2cc3n(n2)C(C(F)(F)F)CC(c2ccc(OC)cc2)N3)cc1 (centres undefined)	-50%	4%	0.22	0.21	-9%	0.1%

cpd	AID2073	M17LAP inhibition	Dynein cargo inh cell count	Dynein cargo inh cytoplasmic EGFP	KOR beta-arrestin-2	KOR beta-arrestin-1
1	13%	-1%	-0.83	-0.2	-3.3%	3%
2	6%	x	x	x	-4.1%	10%
3	-3%	0%	0.11	-0.34	-2.4%	-9%
4	-14%	-20%	0.55	-0.18	-1.7%	20%
5	-18%	7%	0.92	-0.2	2.6%	-21%
6	-18%	2%	0.79	-0.25	-0.9%	-51%[20 µM]
7	-22%	10%	0.38	-0.25	1.1%	-13%
8	1%	-8%	0.63	-0.23	1.3%	-15%

# (cont.)
cpd	Molecule	NOD1 inhibition	HEK293 NOD2/NF-kB	Dynein cargo inh nuclear GR-EGFP	Dynein cargo inh	P. falciparum M1AAP	GPR55 beta-arrestin
9	COc1ccc2cnn(CCOc3ccccc3)c(=O)c2c1OC	-63%	-68%	-0.014	-0.5	3%	-0.3%
10	C=CCOc1ccccc1CNCc1ccc(F)cc1	-24%	-4%	0.45	0.89	2%	0.0%
11	C=CCNS(=O)(=O)c1cc2c3c(c1)CCN3C(=O)CC2	4%	11%	x	x	x	-0.3%
12	COc1ccc(N(C)C(=O)c2cnc(N3CCN(c4ncccn4)CC3)c3ccccc23)cc1	-20%	15%	-0.3	-0.34	0%	-0.1%
13	N#CC1=C(N)SC(N)=C(C#N)C1c1cccc(Oc2ccccc2)c1	11%	41%	0.33	-0.3	14%	-0.3%
14	CCOC(=O)c1c(NC(=O)Cc2cccs2)sc2c1CCCC2	11%	34%	-0.24	-0.41	8%	0.2%
15	O=C(/C=C/NNC(=O)c1ccc(Br)cc1)c1ccccc1	4%	0%	-0.9	-1.4	18%	0.3%
16	COc1ccc(CNC(=O)C(c2cccc(C)c2)N(C(=O)c2csnn2)C2CC2)cc1 (centres undefined)	35%	9%	x	x	x	-0.1%

cpd	AID2073	M17LAP inhibition	Dynein cargo inh cell count	Dynein cargo inh cytoplasmic EGFP	KOR beta-arrestin-2	KOR beta-arrestin-1
9	-10%	1%	0.4	-0.21	-8.2%	1%
10	3%	-2%	-0.057	-0.15	-4.0%	21%
11	-2%	x	x	x	-2.2%	-43%
12	8%	-3%	-0.063	-0.17	2.1%	-2%
13	1%	12%	2.5	0.8	11%	-20%
14	-5%	7%	0.48	-0.13	-4.7%	-44%
15	-4%	6%	0.97	-0.026	-0.2%	-5%
16	3%	x	x	x	0.4%	-27%

# (continued)
cpd	Molecule	NOD1 inhibition	HEK293 NOD2/NF-kB	Dynein cargo inh nuclear GR-EGFP	Dynein cargo inh	P. falciparum M1AAP	GPR55 beta-arrestin
17	O=C1CCC2(CC1)NC(=O)N(c1ccccc1)N2	-60%	-44%	0.89	2	0%	-0.5%
18	CCN=C1SC(C(=O)Nc2ccc(OCC)cc2)CC(=O)N1CC (centres undefined)	-12%	16%	0.12	-0.025	2%	-0.3%
19	CC/C(O)=C1\C(=O)CC(c2ccccc2)CC1=NC(C)C (centres undefined)	-10%	1%	-0.3	-0.074	-4%	-0.4%
20	COc1cc(NC(=O)c2ccccc2)ccc1NC(=O)Cc1ccccc1	-5%	2%	x	x	x	-0.2%
21	CCC(C)[C@H](NC(=O)N1CCn2c1nc1ccccc12)C(=O)NCCc1ccccc1 (some centres undefined)	2%	14%	x	x	x	-0.2%
22	COc1cccc(CNC(=O)C2CCN(c3ncnc4c3nc3n4CCCCC3)CC2)c1	-3%	22%	x	x	x	0.2%
23	CCCc1nc2ccccc2c(C(=O)OC2CCOC2=O)c1CC (centres undefined)	-8%	-5%	1.4	2.5	2%	0.2%
24	COc1ccc(NC(=O)CCCN2C(=O)C(c3ccccc3)Oc3cccnc32)cc1 (centres undefined)	-33%	-11%	x	x	x	-0.1%

cpd	AID2073	M17LAP inhibition	Dynein cargo inh cell count	Dynein cargo inh cytoplasmic EGFP	KOR beta-arrestin-2	KOR beta-arrestin-1
17	-1%	12%	-0.65	-0.25	-3.8%	-11%
18	-4%	-1%	-0.05	-0.27	-2.1%	-5%
19	-1%	2%	0.64	-0.32	6.6%	-1%
20	10%	x	x	x	-2.8%	4%
21	-2%	x	x	x	x	x
22	27%	x	x	x	-1.9%	-29%
23	-8%	-6%	-1.5	-0.14	-8.6%	2%
24	18%	x	x	x	-5.7%	-7%

# The list continues:
cpd	Molecule	NOD1 inhibition	HEK293 NOD2/NF-kB	Dynein cargo inh nuclear GR-EGFP	Dynein cargo inh	P. falciparum M1AAP	GPR55 beta-arrestin
25	Cc1ccc(O)c(/C=N/NC(=O)Cc2ccc(Cl)cc2)c1	-12%	22%	x	x	x	-0.2%
26	CSc1nc2ccc3nc(NC(=O)c4cccs4)sc3c2s1	x	-134%	0.61	0.23	0%	-0.3%
27	O=C(Nc1ccccc1)c1cccc(S(=O)(=O)NCc2ccco2)c1	22%	19%	-0.6	0.091	10%	-0.1%
28	COc1ccccc1CNC(=O)c1ccc2c(=O)n(CC3CCCO3)c(=S)[nH]c2c1 (centres undefined)	-18%	10%	x	x	x	0.2%
29	CN(Cc1ccccc1)S(=O)(=O)c1ccc(C(=O)Nc2nnc(C3CC3)o2)cc1	17%	21%	0.2	0.39	-12%	-0.1%
30	CCCCN1C(=O)C(=O)N(c2ccccc2)C1=S	-59%	-79%	-0.49	-0.52	-4%	0.1%
31	N/C(=N\OC(=O)CCCOc1ccccc1)c1ccncc1	-28%	8%	-0.26	-0.73	2%	-0.4%
32	CCCn1cc(CN2CCc3ccc(NC(=O)C4CCCO4)cc3C2)c(C)n1 (centres undefined)	3%	-10%	x	x	x	-0.1%
33	Cc1cc(C)cc(-n2c3nc4ccccc4nc3c3c(=O)n(Cc4ccco4)cnc32)c1	-7%	9%	-0.55	-0.86	9%	-0.1%
34	Cc1cnc([N+](=O)[O-])n1CCOC(=O)NC(=O)c1ccc(F)cc1	-7%	11%	0.36	0.89	5%	0.2%

cpd	AID2073	M17LAP inhibition	Dynein cargo inh cell count	Dynein cargo inh cytoplasmic EGFP	KOR beta-arrestin-2	KOR beta-arrestin-1
25	12%	x	x	x	-0.6%	-23%[20 µM]
26	17%	7%	-0.87	-0.32	-0.4%	-20%
27	-7%	1%	-1.1	-0.25	-1.4%	16%
28	-33%	x	x	x	2.9%	-8%
29	-5%	0%	-0.027	-0.33	-1.4%	15%
30	-15%	13%	0.35	-0.25	3.3%	-8%
31	-4%	2%	0.39	-0.085	-2.8%	3%
32	-4%	x	x	x	-1.6%	15%
33	4.1µM*	-7%	-4.9	1.8	7.4%	51%
34	3%	4%	-0.43	-0.32	-6.0%	12%

# From entry 1 to 5, as listed above:
cpd	Molecule	NOD1 inhibition	HEK293 NOD2/NF-kB	Dynein cargo inh nuclear GR-EGFP	Dynein cargo inh	P. falciparum M1AAP	GPR55 beta-arrestin
1	CC(C)CCN1CCN(Cc2cccn2-c2cccnc2)CC1CCO (centres undefined)	-34%	14%	1.2	1.6	5%	0.3%
2	O=C(NC(Cc1ccccc1)C(=O)N1CCCCCC1)c1ccccc1 (centres undefined)	1%	-5%	x	x	x	0.0%
3	Cc1cnc(NC(=O)CC2CCCC2)s1	-50%	-45%	-0.12	0.064	-2%	-0.4%
4	COc1ccc(CCCC(=O)NC2CCCCC2C)c(C)c1 (centres undefined)	9%	21%	0.5	-0.24	u	-0.1%
5	O=C1NC2(CCC3(CC2)OCCO3)NN1c1ccccc1	-40%	-58%	-0.43	-0.78	9%	0.1%

cpd	AID2073	M17LAP inhibition	Dynein cargo inh cell count	Dynein cargo inh cytoplasmic EGFP	KOR beta-arrestin-2	KOR beta-arrestin-1
1	13%	-1%	-0.83	-0.2	-3.3%	3%
2	6%	x	x	x	-4.1%	10%
3	-3%	0%	0.11	-0.34	-2.4%	-9%
4	-14%	-20%	0.55	-0.18	-1.7%	20%
5	-18%	7%	0.92	-0.2	2.6%	-21%

# Screening results as filed in PubChem BioAssay.
